High-throughput results: PubChem, Johns Hopkins Ion Channel Center
CHT inh: human CHT choline transport inhibition; AID 488975; B-score at 10 µM; hit rate 0.86% among 310,000; CHT-expressing cells, membrane potential dye, choline response; stronger effect = lower value; Q9GZV3;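 active means B-score over 3 SD under the library average, and starting fluorescence ratio not unusually high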;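 further: choline stimulus applied at its EC90 after an EC20 pre-addition; B-score computed on integrated fluorescence ratio after choline addition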
Target sequence (Q9GZV3 whole entry, looked up): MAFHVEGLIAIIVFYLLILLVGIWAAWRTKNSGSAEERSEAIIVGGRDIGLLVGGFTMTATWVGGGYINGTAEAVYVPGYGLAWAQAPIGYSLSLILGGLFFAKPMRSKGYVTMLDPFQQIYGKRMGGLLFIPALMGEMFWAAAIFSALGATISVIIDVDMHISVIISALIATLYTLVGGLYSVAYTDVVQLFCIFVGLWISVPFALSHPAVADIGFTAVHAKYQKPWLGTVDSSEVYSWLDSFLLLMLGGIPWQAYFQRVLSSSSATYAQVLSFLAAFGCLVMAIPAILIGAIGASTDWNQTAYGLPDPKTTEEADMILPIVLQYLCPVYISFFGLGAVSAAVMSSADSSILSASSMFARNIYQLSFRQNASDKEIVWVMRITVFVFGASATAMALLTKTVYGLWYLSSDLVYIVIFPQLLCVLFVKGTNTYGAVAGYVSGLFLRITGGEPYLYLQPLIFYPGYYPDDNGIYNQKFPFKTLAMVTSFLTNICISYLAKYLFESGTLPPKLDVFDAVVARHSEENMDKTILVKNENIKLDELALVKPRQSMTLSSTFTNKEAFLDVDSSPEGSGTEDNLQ
KCNQ2 block: KCNQ2 potassium channel inhibitors, primary screen, cell-based, CHO-K1, FluxOR thallium flux, B-score (AID 2156); O88943; 20 min; stronger effect = lower value; B-score at 10 µM; hit rate 1.1% among 310,000;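 active means fluorescence ratio B-score at most minus 3 library SDs, with starting brightness B-score within 2 library SDs, cut at about -5.5 in these data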
An asterisk follows results filed as active; i = inactive; x = no result given.

SMILES	CHT inh	KCNQ2 block
CCN1C(=O)CSc2ccc(C(=O)NCc3ccco3)cc21	i	i
COc1cccc(NC(=O)CSc2nnc(-c3cccc(OC(C)C)c3)n2N)c1	i	i
COC(=O)c1c(NC(=O)COC(=O)CCNS(=O)(=O)c2ccc(NC(C)=O)cc2)sc(C)c1C	i	i
CCCCCNc1nc(-c2ccccc2)nc(-n2ccnc2)n1	i	i
CC(C)(C)NS(=O)(=O)c1ccc(OCC(=O)Nc2ccc3c(c2)OCCO3)cc1	i	i
COc1cc(C2C(C(C)=O)=C(O)C(=O)N2CCc2ccc(OC)c(OC)c2)ccc1O (stereo unspecified)	i	i
O=C(COc1ncnc2c1cnn2-c1ccccc1)Nc1ccc(S(=O)(=O)N2CCCCC2)cc1	i	i
O=C(CSc1nnnn1-c1cccc(C(=O)O)c1)NC(c1ccccc1)c1ccccc1	i	i
COC(=O)c1c(NC(=O)c2ccccc2)sc(Cc2ccccc2)c1C	i	i
COc1ccc(-c2[nH]ncc2CNC(C)CCn2cccn2)c(F)c1 (stereo unspecified)	i	i
COc1cccc(C(=O)N(CN2CCCC2=O)c2cc(C)on2)c1	i	i
Cc1noc(C)c1COc1ccccc1C(=O)NCCc1ccc(Cl)cc1	i	i
Cc1ccc(-c2nnc(SCC(=O)N/N=C/c3ccc(C(=O)O)cc3)n2C2CCCCC2)cc1	i	i
Cc1ccc(S(=O)(=O)N2CCOC2CNC(=O)C(=O)NCCN2CCOCC2)cc1 (stereo unspecified)	i	i
COc1ccccc1Nc1nc(NCCC(C)C)nc(N)c1[N+](=O)[O-]	i	i
O=C(NCc1ccccc1)c1ccc(CS(=O)Cc2ccc(Cl)cc2)o1 (stereo unspecified)	i	i
CCC(C(=O)NCCCN(CC)Cc1ccccc1)n1nc(C)c2sc3ccccc3c2c1=O (stereo unspecified)	i	i
CSc1ncccc1C(=O)OCC(=O)NC(C)(C)C	i	i
Cc1ccc(/C=N/n2c(C)cc(C)c(C#N)c2=O)cc1	i	i
O=C(CN1CCN(CC(=O)c2ccc(F)cc2)CC1)Nc1ccccc1Cl	i	i
O=C(CCc1ccccc1)N1CCCC1	i	i
COc1cccc(-c2noc(C3CCCN(C(=O)c4ccccc4OC)C3)n2)c1 (stereo unspecified)	i	i
COc1ccc(OC)c(S(=O)(=O)NC2CC(=O)N(c3ccc(C)c(C)c3)C2)c1 (stereo unspecified)	i	i
CCCCCCCCCCOC(=O)Cn1c(COc2cccc(OC)c2)[n+](C)c2ccccc21	i	i
Cc1nnc(SCC(=O)Nc2cccc(S(=O)(=O)N(C)c3ccccc3)c2)s1	i	i

Exported with values under each structure: entries from further up.
Each structure is followed by: CHT inh | KCNQ2 block
> Cc1ccc(-c2nnc(SCC(=O)N/N=C/c3ccc(C(=O)O)cc3)n2C2CCCCC2)cc1
    i | i
> Cc1ccc(S(=O)(=O)N2CCOC2CNC(=O)C(=O)NCCN2CCOCC2)cc1 (stereo unspecified)
    i | i
> COc1ccccc1Nc1nc(NCCC(C)C)nc(N)c1[N+](=O)[O-]
    i | i

Following part
SMILES	CHT inh	KCNQ2 block
S=c1[nH]nc(COc2ccccc2)n1/N=C/c1ccncc1	i	i
Cc1cc(NC(=O)c2ccc3c(c2)C(=O)N(CC(C)C)C3=O)no1	i	i
Cc1nn(C(=O)c2ccco2)c(C)c1Sc1ccc([N+](=O)[O-])cc1	i	i
COc1ccccc1C(O)(C(=O)NN(C(=O)c1ccccc1)c1ccccc1C)c1cccs1 (stereo unspecified)	i	x
CCCCNc1nc(NC)nc(Cl)c1SC	i	i
COCc1cccc(C(=O)NC(c2ccccc2)c2ccccc2)c1	i	i
O=C(Nc1ccc(S(=O)(=O)N2CCCC2)cc1)C1CCN(S(=O)(=O)c2ccc(F)cc2)CC1	i	i
C=CCn1c(CC(=O)Nc2ccc(C)cc2C)nnc1SCC(=O)N1CCOCC1	i	i
COc1ccc(N(CC(O)CN2CCCCC2)S(=O)(=O)c2ccc(C)cc2)cc1 (stereo unspecified)	i	i
CCOc1ccc(S(=O)(=O)N2CCN=C2c2ccccc2)cc1	i	i
CC(C)NC[C@@H](O)c1ccc(O)c(O)c1	i	i
Cc1nc(-c2cccc(S(=O)(=O)N3CCCCC3)c2)cs1	i	i
CCCc1ccc(-c2cc(C(=O)NCCc3ccc(S(N)(=O)=O)cc3)c3ccccc3n2)cc1	i	i
O=C(CN(Cc1ccccc1C(F)(F)F)C(=O)CNC(=O)c1ccco1)NC1CCCC1	i	i
Cc1ccc(NC(=O)C2(NC(=O)c3cccc(N4C(=O)CSC4c4ccccc4)c3)CCCCC2)cc1 (stereo unspecified)	i	i
CCOc1ccccc1OCC(=O)Nc1ccc(S(=O)(=O)Nc2nc(C)cc(C)n2)cc1	i	i
Cc1ccccc1-c1nc(CSc2nc3c(c(=O)[nH]2)CCC3)c(C)o1	i	i
COc1cc(OC)cc(C(=O)N2CCN(c3ncccn3)CC2)c1	i	i
CCc1ccc(C(=O)NC(=S)NCc2cccnc2)cc1	i	i
CC(C)Nc1nnc(SCC(=O)Nc2ccc(F)cc2)s1	i	i
CC(=O)NCCNC(=O)c1ccc(Sc2ccccc2)c([N+](=O)[O-])c1	i	i
CSc1ncccc1C(=O)Nc1ccc(C)cn1	i	i
Cc1cc(NCCC(C)C)n2nc(C)c(-c3ccccc3)c2n1	i	i
O=C1CC(c2ccccc2)c2cc(O)ccc2O1 (stereo unspecified)	i	i
CC(CCc1ccccc1)NC(=O)CSc1nccc(=O)[nH]1 (stereo unspecified)	i	i

One compound at a time, from the list above. Screens in order: CHT inh, KCNQ2 block
Listed for `CSc1ncccc1C(=O)OCC(=O)NC(C)(C)C` : i, i
Listed for `Cc1cc(NCCC(C)C)n2nc(C)c(-c3ccccc3)c2n1` : i, i
Listed for `COC(=O)c1c(NC(=O)COC(=O)CCNS(=O)(=O)c2ccc(NC(C)=O)cc2)sc(C)c1C` : i, i
Listed for `CC(=O)NCCNC(=O)c1ccc(Sc2ccccc2)c([N+](=O)[O-])c1` : i, i
Listed for `COc1ccc(-c2[nH]ncc2CNC(C)CCn2cccn2)c(F)c1` (stereo unspecified) : i, i

Another view of part of the listing above.
Cc1ccc(S(=O)(=O)N2CCOC2CNC(=O)C(=O)NCCN2CCOCC2)cc1 (stereo unspecified)
  CHT inh: i; KCNQ2 block: i
COc1cc(OC)cc(C(=O)N2CCN(c3ncccn3)CC2)c1
  CHT inh: i; KCNQ2 block: i
COc1ccccc1Nc1nc(NCCC(C)C)nc(N)c1[N+](=O)[O-]
  CHT inh: i; KCNQ2 block: i

Continuation.
SMILES	CHT inh	KCNQ2 block
CCOC(=O)C1CCN(C(=S)Nc2ccc(CC)cc2)CC1	i	i
Cn1c2[n+](c3ccc(Cl)cc3c1=O)Cc1ccccc1-2	i	i
Cn1c(CSCc2ccc(Cl)c(Cl)c2)n[nH]c1=S	i	i
O=C(NCc1ccccn1)C1(C(F)(F)F)C/C(=C\CCO)CCCO1 (stereo unspecified)	i	i
CC(C)(C)C(=O)N1CCN(c2nc3ccc(Br)cc3s2)CC1	i	i
COC(=O)c1ccc(NC(=O)CNC(=O)C2CCCCC2)c(C)c1	i	i
O=C(Nc1cccc(-n2cnnn2)c1)c1cccnc1	i	i
CCCCOc1ccc(C2(C)NC(=O)N(C)C2=O)cc1 (stereo unspecified)	i	i
CC(C)Cn1c(N)c(C(=O)COC(=O)C2=COCCO2)c(=O)n(C)c1=O	i	i
O=C(COc1cccc(Br)c1)NN=C1c2ccccc2-c2ccccc21	i	i
CCS(=O)(=O)Nc1ccc2c(c1)N(C(C)=O)c1ccccc1CC2	i	i
CN1CCN(c2ccccc2NC(=O)Cn2ncc3c([nH]c4ccccc43)c2=O)CC1	i	i
O=C(CN(Cc1ccco1)C(=O)c1ccc(Cl)cc1)Nc1ccc(Cl)c(Cl)c1	i	i
O=C(CSc1nncn1-c1ccccc1)NC1CCCCC1	i	i
COC(=O)c1cc2nc(-c3ccc(C)cc3)cc(C(F)(F)F)n2n1	i	i
Cc1ccc(NCN2C(=O)c3ccccc3C2=O)c(C)c1	i	i
CC(=O)N1c2ccc(S(=O)(=O)NCC3CCC(C(=O)N4CCCCC4)CC3)cc2CC1C (stereo unspecified)	i	i
Cn1cc(Cl)c(/C(N)=N/OC(=O)c2ccccc2C(F)(F)F)n1	i	i
O=C(c1ccccc1[N+](=O)[O-])n1cnc2ccccc21	i	i
CCOc1ccc(C(=O)Nc2ccc3c(c2)OCO3)cc1OCC	i	i
O=S(=O)(c1ccc(Cl)cc1)N(CCCN1CCOCC1)Cc1cccs1	i	i
COc1cc(C)ccc1OCc1cc(C(=O)N2CCCCCCC2)no1	i	i
CN1C(=O)C(C)(C)c2cc(S(=O)(=O)N3CCCC3C(=O)NCc3ccc(F)cc3)ccc21 (stereo unspecified)	i	i
C=CCOC(=O)C1=C[C@@H](c2coc3ccccc3c2=O)C[C@@H](OCc2ccc(CO)cc2)O1	i	i
c1ccc2[nH]c(-c3nc4ccccc4[nH]3)nc2c1	i	i
The list continues:
SMILES	CHT inh	KCNQ2 block
COc1ccc(C)cc1NC(=O)C(OC(=O)c1cccc(S(=O)(=O)N(C)c2ccccc2)c1)c1ccccc1 (stereo unspecified)	i	-7.1*
Oc1ccc(/C=N/Nc2cc(N3CCCC3)nc(N3CCCC3)n2)cc1O	i	i
N#CC1=C(N)OC2=C(C(=O)CCC2)C12CCN(C(=O)OCc1ccccc1)CC2	i	i
CC(C)CCN1CCC(n2nccc2NC(=O)c2ccc3c(c2)OCO3)CC1	i	i
C=CCN(C(=O)c1csnn1)C(C(=O)NCc1ccc(F)cc1)c1sccc1C (stereo unspecified)	i	i
CCNC(=S)N/N=C/c1ccc(OCC(=O)Nc2ccc(C)cc2)cc1	i	i
O=C(CSc1nnc(COc2ccc(Cl)cc2)o1)N1CCOCC1	i	i
CCOCC(=O)Nc1nnc(COCC)s1	i	i
COC(=O)C1(O)CC(C(C)C)=NN1C(=O)c1ccc(Cl)cc1 (stereo unspecified)	i	i
O=C(NCc1cccs1)C1CCN(c2ccc(S(=O)(=O)N3CCOCC3)cc2Cl)CC1	i	i
CC(=O)N[C@@H](Cc1c[nH]c2ccccc12)C(=O)OCC(=O)Nc1ccc(Cl)c(S(=O)(=O)N(C)C)c1	i	i
COCCCNC(=O)CCN1C(=O)COc2ccccc21	i	i
Cc1cccc(C)c1NC(=O)C(c1ccc([N+](=O)[O-])cc1)N1CCCCC1 (stereo unspecified)	i	i
CCn1c(COc2ccccc2Cl)nnc1SCC(=O)Nc1ncccc1C	i	i
Cc1ccc(C(=O)NC(C)c2ccc3c(c2)OCO3)s1 (stereo unspecified)	i	i
CCOC(=O)Nc1ccc(=O)n(Cc2c(Cl)cccc2Cl)c1	i	i
O=S(=O)(c1ccc2ccccc2c1)N1CCN(Cc2ccccn2)CC1	i	i
CCN(CC)C(=O)CSc1nc(O)c(Cc2ccccc2)c(=O)n1-c1ccccc1C	i	i
COc1ccc(C)cc1NC(=O)CCNC(=O)c1ccco1	i	i
CCn1c2c(c(C)cc1=O)C(=O)CC(C)(C)C2	i	i
O=C(O)c1cc(S(=O)(=O)N2CCOCC2)c(Sc2ccccn2)cc1Sc1ccccn1	x	i
COc1ccc(-c2nn3c(-c4ccccc4)nnc3s2)cc1OC	i	i
COc1ccc(-c2nc3cc(NC(=O)Cc4ccc(OC)c(OC)c4)ccc3o2)cc1	i	i
Cc1cc(Cl)ccc1OCCCC(=O)NN	i	i
Cc1ccc(-c2csc(Nc3ccc(S(N)(=O)=O)cc3)n2)o1	i	i
Going on with the list:
SMILES	CHT inh	KCNQ2 block
Cc1nnc(C)n1/N=C/c1ccc(O)cc1	i	i
CCOC(=O)Cc1csc(NC(=O)c2ccc3ccccc3n2)n1	i	i
CCCOc1ccc(N2C(=O)CC(N3CCN(c4ccccc4F)CC3)C2=O)cc1 (stereo unspecified)	i	i
Cc1cc(-c2ccccc2)c2c(n1)sc1c(O)cc(=O)[nH]c12	i	i
Cc1cc(N2CCOCC2)ccc1/C=C1\SC(=O)N(C(C)C)C1=O	i	i
O=C(NCc1ccco1)C(=S)N1CCCC1	i	i
CC1Cc2ccccc2N1C(=O)COC(=O)c1ccc(Cl)nc1 (stereo unspecified)	i	i
CC1CCN(S(=O)(=O)c2cn(CC(=O)Nc3cccc(C#N)c3)cn2)CC1	i	i
NC(=O)c1sc2cc(C(F)(F)F)cnc2c1-c1ccccc1	i	i
COc1ccc(C2=Nn3c(nnc3-c3cccnc3)SC2)cc1	x	i
FC(F)(F)c1cccc(N2CCN(CC3CC4C=CC3C4)CC2)c1 (stereo unspecified)	i	i
CCN(CC)CCCNC(=O)c1nn(-c2ccccc2OC)c(=O)c2ccccc12	i	i
COc1cc(OC)c(C(=O)OCC(=O)NCCc2ccccc2)cc1OC	i	i
c1cc2c3c(cccc3c1)NC(c1ccc3c(c1)OCO3)N2	i	i
CCc1ccc(Cc2cnc(NC(=O)C3=NCCN3)s2)cc1	i	i
COc1ccc(C2C(C(=O)NCc3ccccn3)CCC(=O)N2c2cc(OC)c(OC)c(OC)c2)cc1 (stereo unspecified)	i	i
Cc1cc(NC(=O)CCC(=O)N(Cc2cccs2)C(C)(C)C(=O)NC2CCCCC2)no1	i	i
Cc1ccccc1OCC(=O)Nc1cc(Cl)ccc1Oc1ccccc1	i	-7.4*
N=c1nc(-c2ccccc2)ccn1O	i	i
CCOc1ccc2oc(C(=O)N3CC(C)OC(C)C3)c(C)c2c1 (stereo unspecified)	i	i
Cc1cc2cc(CN(Cc3ccco3)C(=O)NCc3ccccc3)c(=O)[nH]c2cc1C	i	i
COc1ccc(S(=O)(=O)N(C)CC(=O)N2CCCC2)cc1Cl	i	i
COc1ccccc1OCc1ccc(C(=O)NCC2CCCO2)o1 (stereo unspecified)	i	i
O=C(NC1(C(F)(F)F)N=C2SCCN2C1=O)c1ccccc1F (stereo unspecified)	i	i
CCc1nnc(NC(=O)C2CCN(S(=O)(=O)Cc3ccccc3)CC2)s1	i	x
Cc1cc(C)c(NC(=O)COC(=O)C2CCN(c3ccc(C(F)(F)F)cn3)CC2)c(Cl)c1	i	i
